Exocytosis inh – blocks lytic granule exocytosis; inhibition, % at 10 µM; AID 651702; hit rate 0.66% among 360,000; TALL-104 LAMP-1 surface exposure, flow cytometry; cells stimulated with thapsigargin and PMA;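 active = inhibition above about 55%, limit read from the data; inconclusive = no clear call, values can overlap the other calls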
Glyco luc inh – blocks N-linked glycosylation in D54 reporter cells | D54 ERlucT glycosylation luciferase reporter, 24 h; percent of 100 nM tunicamycin response | reporter increase, % at 12.5 µM | hit rate 0.23% among 360,000;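 active = mean luciferase reporter signal, scaled so untreated is 0 and the glycosylation-blocking control 100, at or above a set limit in every replicate; inconclusive = mean reaches the limit but not every replicate does; inactive = mean below the limit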;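 note: luciferase carries N-glycosylation sites so blocking glycosylation raises the light; 0% = median of neutral control wells and 100% = median of 100 nM tunicamycin wells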
iPSC survival up – enhancers of human iPSC single-cell survival | hiPSC single-cell survival, ATPlite luminescence; 100% = ROCK inhibitor wells, 0% = DMSO | survival enhancement, % at 20 µM | hit rate 0.044% among 360,000 | AID 602274; in the data active = survival enhancement above about 18%;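 note: cells exposed to compounds for 16 hours before the ATP read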
ABHD5-PLIN5 inh – inhibitors of human ABHD5-perilipin-5 interaction; hit rate 0.78% among 360,000; Q00G26+Q8WTS1; Split G. princeps luciferase complementation, luminescence, 4 h; inhibition, % at 4 µM; AID 602281;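 active = inhibition above the mean inhibition across every tested compound plus 3 SD, cut at about 22% in these data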;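 note: 0% = DMSO only wells and the 100% control is not disclosed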
Target sequence (Q00G26 whole entry, looked up): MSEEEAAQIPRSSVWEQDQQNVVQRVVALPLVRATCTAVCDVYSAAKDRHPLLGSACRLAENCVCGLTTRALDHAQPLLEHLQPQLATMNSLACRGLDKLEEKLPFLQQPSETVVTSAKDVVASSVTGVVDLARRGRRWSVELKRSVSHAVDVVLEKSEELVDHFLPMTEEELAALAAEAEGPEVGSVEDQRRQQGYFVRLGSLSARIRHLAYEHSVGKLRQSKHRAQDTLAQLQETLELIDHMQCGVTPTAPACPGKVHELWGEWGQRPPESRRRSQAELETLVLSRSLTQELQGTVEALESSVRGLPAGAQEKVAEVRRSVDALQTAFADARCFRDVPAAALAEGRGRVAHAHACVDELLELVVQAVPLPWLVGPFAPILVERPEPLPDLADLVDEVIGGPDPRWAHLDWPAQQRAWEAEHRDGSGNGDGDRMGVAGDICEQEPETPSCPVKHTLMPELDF
Target sequence (Q8WTS1 whole entry, looked up): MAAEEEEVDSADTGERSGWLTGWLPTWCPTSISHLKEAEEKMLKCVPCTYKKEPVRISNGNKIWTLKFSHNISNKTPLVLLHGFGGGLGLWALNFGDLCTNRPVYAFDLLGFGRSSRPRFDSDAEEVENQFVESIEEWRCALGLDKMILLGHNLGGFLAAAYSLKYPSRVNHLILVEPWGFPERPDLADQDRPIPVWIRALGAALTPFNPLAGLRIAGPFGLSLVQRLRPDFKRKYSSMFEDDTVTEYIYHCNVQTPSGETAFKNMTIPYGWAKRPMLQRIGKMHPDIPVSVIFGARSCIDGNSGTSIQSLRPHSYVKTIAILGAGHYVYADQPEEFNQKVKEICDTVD
m5-HT2A agonist – agonists of mouse serotonin 5-HT2A receptor (HTR2A); P35363; CHO-K1 mHTR2A beta-arrestin complementation, luminescence; percent of 30 µM serotonin response; activation, % at 7.6 µM; hit rate 0.66% among 360,000; AID 624169;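 active = activation above a run cutoff, the mean activation of all tested compounds plus 3 SD, cut at about 14% in these data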;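 note: 0% = plate median of compound wells and 100% = 30 µM serotonin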
ABCB6 inh MLPCN – blocks the human ABCB6 transporter | hit rate 0.19% among 360,000 | fluorescence ratio to DMSO, % at 10 µM | Q9NP58 | AID 602162 | K562-ABCB6 porphyrin accumulation, flow cytometry, 1 h; stronger effect = lower value;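 active = fluorescence ratio to DMSO below 75%, the collection mean minus 3 SD; inconclusive = too few cells collected in the well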;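 note: signal is porphyrin accumulated inside mitochondria; 100% equals median channel fluorescence of DMSO control wells; lower ratio means ABCB6 inhibition with less porphyrin fluorescence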
MC4R antagonist – antagonists of human melanocortin 4 receptor (MC4R); MC4R-expressing cells, MTII-stimulated cAMP, LANCE TR-FRET; inhibition, % at 6.5 µM; hit rate 0.48% among 360,000; AID 540295;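 active = inhibition above its plate's cutoff, the mean of tested wells on that plate plus 3 SD, cut at about 29% in these data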;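 note: 0% = Melanotan II alone and 100% = Melanotan II plus saturating MCL0020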
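Material: human MC4R-expressing U2OS cells. Probe or stimulus: Melanotan II challenge. Dosing: 6.5 µM single dose. Times: 30-min compound, 1-h challenge, 1-h detection, room temperature. Technique: TR-FRET with Eu-cAMP and labeled anti-cAMP, 671 nm. Replication: singlicate.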
aDG glyco act – alpha-DG glycosylation activation; hit rate 0.22% among 360,000; activation, % at 10 µM; AID 624168; Pro5-aDG cells, alpha-DG glycosylation AlphaScreen (IIH6); 0% Pro5, 100% B10-LARGE cell signal;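 active = activation of at least 8% versus controls, or a plate z-score of at least 8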;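 note: Pro5 are CHO cells carrying HIG-tagged alpha-DG that lacks glycosylation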
MC4R ag barr – agonists of human melanocortin 4 receptor (MC4R) beta-arrestin; P32245; U2OS MC4R beta-arrestin complementation, luminescence; percent of melanotan II response, DMSO zero; activation, % at 8.9 µM; hit rate 0.98% among 360,000;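 active = activation above a per-plate cutoff, the mean activation of sample wells on that plate plus 3 SD, cut at about 8% in these data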
H9c2 protect – myocardial damage modulation in H9c2 cells; H9c2 cardiomyocytes, H2O2 injury protection, ATPLite, 2 h; protection from H2O2 cell death, % at 20 µM; hit rate 0.63% among 360,000; AID 588492;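 active = compounds giving at least 50% protection of heart cells from peroxide-induced death in the single-dose screen, raw or plate-pattern-corrected value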;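 note: 0% = DMSO wells with peroxide and 100% = DMSO wells without peroxide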
Active calls of the source: *; ? = inconclusive; . = no result given. No enrichment for hits. About 4.5% of those tested had a hit in this group.

SMILES	Exocytosis inh	Glyco luc inh	iPSC survival up	ABHD5-PLIN5 inh	m5-HT2A agonist	ABCB6 inh MLPCN	MC4R antagonist	aDG glyco act	MC4R ag barr	H9c2 protect
COc1cccc(NC(=O)Nc2cc(C(=O)NCC3CCCO3)ccc2N2CC3CC(C2)c2cccc(=O)n2C3)c1 (stereo not drawn)	-5	-1	-0.3	0	1	96	2	0.4	-1.6	-2
COc1ccc(C(=O)Nc2ccccc2C(=O)N2CCCCCC2)cc1OC	0	.	-0.3	1	-3	102	4	-0.1	-2.1	5
Cc1ccc(C(=O)COC(=O)c2cccc(O)c2)s1	-5	0	-0.5	2	6	98	-4	-0.1	-1.7	-15
Cc1cccc(N2CCN(S(=O)(=O)c3cnc[nH]3)CC2)c1C	-1	-2	-0.5	-3	-5	99	-1	-0.1	-1.5	-12
CCN1C(=O)C(CC(=O)Nc2ccc(OC)cc2)N(Cc2ccco2)C1=S (stereo not drawn)	0	1	0.3	2	-3	98	0	0.0	-1.9	-3
CC(C)CCNC(=O)[C@@H](NC(=O)c1c(F)cccc1F)C(C)C	-4	0	-0.6	3	2	95	-7	-0.3	-1.0	1
COc1cc(OC)cc(OC(=O)C2CCN(C3=NS(=O)(=O)c4ccccc43)CC2)c1	6	2	-0.8	-5	9	94	8	-0.3	-1.4	-2
C[C@@H](NC(=O)c1ncn(Cc2ccccc2)c1C(=O)N[C@H](C)c1ccccc1)c1ccccc1	0	-2	-0.8	-8	-3	99	8	0.2	0.6	-2
O=C(CSCc1ccc(Cl)cc1)NCc1ccc2c(c1)OCO2	2	0	-0.1	-3	-3	84	7	0.0	-1.8	10
CC(=O)OCC1(C)CN(c2ccccc2)N(C(=O)c2ccc(C(C)(C)C)cc2)C1=O (stereo not drawn)	-2	4	-0.5	1	-2	104	25	0.4	2.0	1
Cc1cc(-c2nnc(CCC(=O)NCc3cccc(C(F)(F)F)c3)o2)no1	-1	3	0.0	-5	1	99	-6	0.1	-1.1	3
C[C@H]1CN([C@@H](C)CO)S(=O)(=O)c2ccc(Br)cc2O[C@@H]1CN(C)C(=O)Nc1ccc2c(c1)OCO2	7	-1	-5.2	-3	-4	96	7	-0.3	-0.3	14
CCOC(=O)c1cnc(SCc2nc(N)nc(Nc3ccc(OC)cc3)n2)nc1N	41	2	0.9	10	9	97	-2	0.3	2.4	14
Cc1ccc(C(=O)CCC(=O)NN2C(=O)NC3(CCCCC3)C2=O)cc1	5	1	-0.3	14	-6	90	20	0.2	0.3	2
CC(C)CNC(=O)CN(c1cccc(Cl)c1)S(C)(=O)=O	18	-1	2.3	-4	-4	103	12	-0.1	-0.6	-5
O=C(CN1CCCC1c1cccs1)N1CCN(S(=O)(=O)c2ccccc2)CC1 (stereo not drawn)	-2	0	0.5	-2	0	96	4	0.1	-1.8	-2
Cc1[nH]c(=O)[nH]c(=O)c1CSCC(=O)OCC(=O)Nc1ccccn1	-8	2	-0.6	1	3	91	20	0.0	-2.4	-8
O=C(N/N=C/c1c(O)ccc2ccccc12)C(=O)N1CCCC1	2	-3	-1.0	3	-4	97	8	1.5	-0.5	52*
OC1(c2cccs2)CN(c2ccccc2)C2=[N+]1CCCC2 (stereo not drawn)	2	2	0.5	5	-4	94	6	-0.1	-2.1	0
CCC(=O)N1CCC(C)(C(=O)Nc2ccc3c(c2)OCO3)C1 (stereo not drawn)	-13	0	0.0	-2	0	98	-1	-0.1	-0.8	-8
COCCN(CCOC)C(=O)COC(=O)c1cc([N+](=O)[O-])ccc1Cl	-1	0	-0.6	-1	0	98	10	0.2	-2.2	0
Cc1ccc(CNc2ccc3c(c2)nc(C)n3C)cc1	7	-14	0.2	0	-4	97	-2	0.0	0.1	-8
CN(C)CCNC(=O)c1cccc(-c2cnc3c(NC=O)cc(-c4cccc(C(F)(F)F)c4)cn23)c1	39	-6	-4.0	6	-5	102	-3	-0.5	13*	-13
O=c1c(-c2ccc([N+](=O)[O-])cc2)coc2c(O)c(O)ccc12	-1	-6	-0.9	5	-1	98	0	0.1	1.3	24
COc1ccccc1CNC(=O)CN(C)CC(=O)Nc1ccccc1Br	2	1	9.4	-10	-1	103	13	0.2	0.5	-5
COc1cccc2cc(C(=O)N3CCN(C(=O)c4ccccc4)CC3)c(=O)oc12	-7	-1	2.9	6	11	104	4	0.0	-0.3	-22
O=C(O)c1ccc(Nc2nc(-c3cc4ccccc4oc3=O)cs2)cc1O	2	3	-0.7	-3	3	99	21	0.2	1.1	16
CC1(C)N=C(c2ccccc2)C(=O)N1	0	0	-1.3	1	-1	100	11	0.1	-1.7	4
CCN1CC(CN(C)Cc2nc(Cc3ccccc3)no2)CC1=O (stereo not drawn)	2	2	0.3	5	3	98	26	0.0	-1.1	14
COc1cc(-c2nnc(-c3ccco3)o2)ccc1OCc1ccccc1	0	12	1.1	-5	-1	95	3	0.0	0.5	38

Pulled by structure from above (2):
SMILES	Exocytosis inh	Glyco luc inh	iPSC survival up	ABHD5-PLIN5 inh	m5-HT2A agonist	ABCB6 inh MLPCN	MC4R antagonist	aDG glyco act	MC4R ag barr	H9c2 protect
COc1ccccc1CNC(=O)CN(C)CC(=O)Nc1ccccc1Br	2	1	9.4	-10	-1	103	13	0.2	0.5	-5
O=c1c(-c2ccc([N+](=O)[O-])cc2)coc2c(O)c(O)ccc12	-1	-6	-0.9	5	-1	98	0	0.1	1.3	24

(continued)
SMILES	Exocytosis inh	Glyco luc inh	iPSC survival up	ABHD5-PLIN5 inh	m5-HT2A agonist	ABCB6 inh MLPCN	MC4R antagonist	aDG glyco act	MC4R ag barr	H9c2 protect
Cc1ccc(C2=NN(C(=O)c3ccco3)C(O)(C(F)(F)F)C2)cc1 (stereo not drawn)	-3	-2	3.4	-7	-4	103	24	0.4	-1.4	-15
CC1CCCC(NC(=O)C2CCC(CNc3c(N4CCCCC4)c(=O)c3=O)CC2)C1C (stereo not drawn)	-6	0	-0.7	1	0	100	7	-0.1	0.8	-5
CCCCS(=O)(=O)N1CCCC(C(=O)Nc2ccc3c(c2)CCC3)C1 (stereo not drawn)	7	0	-0.3	-1	-1	100	-1	0.1	-2.2	-1
Brc1cccc(-c2nnc(SCc3nc4ccccc4[nH]3)o2)c1	-2	0	-0.2	-1	-5	99	-2	0.3	-2.9	-9
COc1ccc(-c2nc(CS(=O)CC(=O)NCCCN3CCCC(C)C3)c(C)o2)cc1OC (stereo not drawn)	2	6	0.0	0	-3	90	9	0.2	-1.7	7
COc1ccc(-c2cc(C(=O)N3CCc4ccccc4C3)no2)cc1OC	4	0	-0.6	-1	3	96	9	0.0	-1.7	0
Cc1cc(=O)[nH]c(SCC(=O)Nc2nnc(SCc3ccccc3)s2)n1	5	-1	-0.7	12	10	103	3	0.6	8.8*	-4
CCC(C)n1c(C)nc2c(c1=O)c1nc3ccccc3nc1n2CCC1=CCCCC1 (stereo not drawn)	16	-7	1.8	4	-1	92	12	-0.1	0.8	-19
COc1ccc(-n2c(SCC(=O)Nc3ccc(C(N)=O)cc3)nc3c([nH]c4ccccc43)c2=O)cc1OC	?	12	0.1	2	-1	96	-2	-0.4	-0.9	9
C=CCN(C(=O)c1cccc(C(F)(F)F)c1)C1(C(=O)Nc2ccccc2)CCN(C(C)C)CC1	1	-2	-1.5	3	0	105	12	-0.3	-2.0	1
CC(=O)Nc1ccc2nc(-c3cccn3C)[nH]c2c1	-6	2	-0.4	4	4	99	-2	-0.1	-0.8	4
CCCC(=O)Nc1ncnc2c1ncn2[C@@H]1O[C@@H]2OP(=O)(O)OC[C@H]2[C@H]1OC(=O)CCC	-2	1	1.0	5	3	97	-69	0.0	-0.1	28
Fc1ccc(-n2c(-c3ccco3)nc3nc4ccccc4nc32)cc1	0	1	6.2	-4	-1	111	9	0.2	-1.4	1
COc1ccc(NC(=O)CCS(=O)(=O)c2ccccc2Cl)cc1S(=O)(=O)Nc1ccc(Cl)cc1	0	3	-0.7	10	-8	98	23	-0.2	0.2	-2
Cc1ccc(-n2c(=S)sc3c(=O)n(-c4ccc(F)cc4)c(SCC(=O)O)nc32)cc1C	8	1	0.9	-3	-4	84	2	0.1	-1.6	5
COC(=O)CNC(=O)COC(=O)/C=C/c1ccc2ccccc2n1	5	-3	0.6	13	4	101	9	0.2	-1.0	1
Cc1cc(C)n2nc(CC(=O)NNC(=O)c3ccc(N(C)C)cc3)nc2n1	18	1	1.1	4	5	94	-3	-0.8	0.4	-6
COc1cc2sc(-c3ccc(S(C)(=O)=O)cc3)c(C(=O)NCc3ccc(C)o3)c2cc1OC	10	-3	-0.4	33*	14	95	15	-0.4	-1.1	27
CCCCCn1c(CN2CCN(Cc3ccccc3)CC2)nc2c1c(=O)[nH]c(=O)n2C	-7	2	-2.2	4	4	97	18	-0.3	-0.7	6
CCNc1nc(NCC)nc(SCCOC(=O)Nc2ccccc2)n1	-3	-2	3.5	-3	-5	94	8	0.7	-0.6	-6
COc1ccc(CCNC(=O)CS(=O)(=O)Cc2nc(-c3ccc(C)cc3)oc2C)cc1OC	-2	3	0.1	-1	3	101	4	-0.4	-2.0	-4
N#Cc1ccc(-c2nc3ccc(Br)cn3c2Cc2cccc(F)c2)cc1	-1	5	-2.0	10	-2	98	.	0.7	.	1
COc1ccc(Br)cc1/C=N/NC(=O)c1ccc(COc2ccc3c(c2)CCC3)o1	0	2	-0.3	-5	2	88	4	-0.2	6.2	12
C/C=C(\C)CN1CCCC(CO)(Cc2ccccc2)C1 (stereo not drawn)	-2	1	0.2	4	6	101	-4	-0.2	-3.5	9
O=C(/C=C/c1ccc(Cl)cc1)NCCc1ccccc1	2	2	2.8	-3	-5	94	11	0.1	-0.4	-5
N/C(=N\OC(=O)C12CC3CC(CC(C3)C1)C2)c1cccnc1	1	0	-1.5	4	5	102	10	-0.2	0.2	-6
CCOC(=O)N1CCC(NC(=O)CSc2cc(=O)n(C)c3ccccc23)CC1	0	0	-0.8	0	4	101	1	0.2	0.3	4
COc1ccccc1NS(=O)(=O)c1ccc(NN=C2CCCC2)c([N+](=O)[O-])c1	1	-1	0.7	4	-2	94	2	2.2	-2.2	-18
O=C(c1cc2ccccc2oc1=O)N1CCN(c2ccccn2)CC1	-1	0	1.8	-3	-2	87	5	-0.2	-2.1	12
O=C(Cc1ccc(S(=O)(=O)N2CCCC2)s1)N1CCN(c2ccccc2)CC1	-2	0	3.3	6	4	90	1	-0.1	0.7	-3
CCN1C(=O)[C@H]2[C@@H](c3ccc(-c4ccc(OC)cc4)c(OC)c3)N[C@@](C)(C(=O)OC)[C@H]2C1=O	4	-2	-3.5	5	1	93	14	0.4	-1.2	5
CCCCOC(=O)c1ccc(NC(=O)C(CCS(C)(=O)=O)NC(C)=O)cc1 (stereo not drawn)	1	-1	-0.2	19	6	95	11	-0.3	0.3	6
CC(=O)c1cccc(NC(=O)C2(C)Cc3c(-c4cccc(C(F)(F)F)c4)ccnc3O2)c1 (stereo not drawn)	0	-1	-2.3	4	-1	76	11	-0.2	1.6	0

From PubChem BioAssay
